HRas wt GTP: changes GTP binding to wildtype human HRas; 190,000 compounds, 0.14% hits; GTP binding activity, % at 10 µM; GST-Ras wt beads, Bodipy-FL-GTP binding, flow cytometry; actives lie on both sides;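 active = GTP binding activity at least 20% away from the 100% baseline, either lowered as inhibitor or raised as activator; inconclusive = flagged as likely green fluorescent, judged across all proteins in the well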;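 also: 0% = unlabeled GTP competition control and 100% = no-compound control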
Target sequence (P01112 whole entry, looked up): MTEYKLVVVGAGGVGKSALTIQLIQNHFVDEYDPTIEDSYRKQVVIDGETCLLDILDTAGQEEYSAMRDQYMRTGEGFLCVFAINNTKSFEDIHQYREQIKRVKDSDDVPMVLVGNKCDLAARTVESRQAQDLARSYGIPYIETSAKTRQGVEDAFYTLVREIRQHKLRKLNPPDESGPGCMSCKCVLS
Pf gamet viab: P. falciparum stage V gametocyte viability inhibition; P. falciparum stage V gametocytes, ATP luminescence, 24 h; inhibition, % at 10.9 µM; 150,000 compounds, 0.065% hits;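 active = inhibition above the mean plus 3 SD of compounds within the control limits, set per campaign, cut at about 38% in these data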;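 also: 0% = DMSO wells and 100% = medium only without gametocytes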
Rab2 wt GTP: changes GTP binding to wildtype dog Rab2A, up or down; P61105; GST-Rab2 wt beads, Bodipy-GTP binding, flow cytometry; GTP binding activity, % at 10 µM; 190,000 compounds, 0.19% hits; AID 760;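 active = GTP binding activity at least 20 points away from 100%, either lowered or raised; inconclusive = signal likely due to the compound's own green fluorescence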;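 also: 0% = beads with excess unlabeled GTP and 100% = no-compound control corrected for plate trend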
GSH bead fluor: compound fluoresces at 488/530 nm on GSH beads. GSH beads flow cytometry, compound fluorescence 488/530 nm; active compounds read high. fluorescence (KMESF) at 10 µM. 190,000 compounds, 0.25% hits; in the data active = fluorescence above about 89;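 also: glutathione beads carrying GST-tagged Bcl family fusion proteins plus one bare bead set; values are compound well signal with DMSO vehicle wells as background; inactives centre near 16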
Cdc42 wt GTP: modulators (inhibitors or activators) of GTP binding to human Cdc42 wildtype; AID 761; P60953; GST-Cdc42 beads, Bodipy-GTP binding, flow cytometry; actives lie on both sides; percent activity (GTP binding), % at 10 µM; 190,000 compounds, 0.2% hits;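 active = percent activity GTP binding at least 20 points away from the 100% baseline, either down as inhibitor or up as activator; inconclusive = compound flagged as likely green fluorescent from well-wide comparison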;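 also: median bead fluorescence of bound Bodipy-FL-GTP at 100 nM; 0% = excess unlabeled GTP control and 100% = no compound control; below 100% means less GTP binding so inhibitor and above means activator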
Target sequence (P60953 whole entry, looked up): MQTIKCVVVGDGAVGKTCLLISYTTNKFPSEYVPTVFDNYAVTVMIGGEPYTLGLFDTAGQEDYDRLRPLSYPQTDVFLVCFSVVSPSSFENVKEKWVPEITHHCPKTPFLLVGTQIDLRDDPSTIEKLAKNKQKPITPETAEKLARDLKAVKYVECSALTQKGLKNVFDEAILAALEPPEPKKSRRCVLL
Rac1 mut GTP: alters GTP binding to activated mutant human Rac1. P63000. GST-Rac1 activated beads, fluorescent GTP binding, flow cytometry; actives lie on both sides; 100% means binding = to untreated wells. percent activity (GTP binding), % at 10 µM. 190,000 compounds, 0.11% hits. AID 764;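 active = GTP binding at least 20 percentage points away from the 100% baseline, in either direction, so actives lie on both sides; inconclusive = Compound likely fluorescent itself, or too few beads counted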
Avidin bead fluor: avidin bead compound fluorescence profile; Avidin beads, compound fluorescence 488/530 nm, flow cytometry; active compounds read high; 220,000 compounds, 0.38% hits; fluorescence (KMESF) at 10 µM; in the data active = fluorescence above about 47; also: inactives centre near 10
Rab7 wt GTP bind: dog Rab7 wildtype GTP binding, inhibitors and activators | GST-Rab7 beads, fluorescent GTP binding, flow cytometry; actives lie on both sides; untreated = 100%, excess cold GTP = 0% | GTP binding activity (percent of control), % at 10 µM | 190,000 compounds, 0.055% hits | AID 758;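 active = fluorescent GTP binding to Rab7 beads changed by at least 20 points from the 100% baseline, either direction, mostly lower; inconclusive = compound itself probably fluorescent, or too few beads counted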;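 also: median green fluorescence of bound Bodipy-FL-GTP per Rab7 bead population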
Mcl1 Bid PPI: disrupts binding of human Mcl-1 to Bid peptide. inhibition, % at 21.7 µM. 220,000 compounds, 0.97% hits. TR-FRET Mcl-1/Bid-Dy647 peptide binding, 1536-well;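 active = compounds that cut the binding signal by more than half at the single screening dose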;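 also: His-tagged Mcl-1 with europium anti-His antibody binding Bid BH3 peptide; 0% = Mcl-1 plus peptide wells and 100% = peptide-only wells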
Target sequence (Q07820 whole entry, looked up): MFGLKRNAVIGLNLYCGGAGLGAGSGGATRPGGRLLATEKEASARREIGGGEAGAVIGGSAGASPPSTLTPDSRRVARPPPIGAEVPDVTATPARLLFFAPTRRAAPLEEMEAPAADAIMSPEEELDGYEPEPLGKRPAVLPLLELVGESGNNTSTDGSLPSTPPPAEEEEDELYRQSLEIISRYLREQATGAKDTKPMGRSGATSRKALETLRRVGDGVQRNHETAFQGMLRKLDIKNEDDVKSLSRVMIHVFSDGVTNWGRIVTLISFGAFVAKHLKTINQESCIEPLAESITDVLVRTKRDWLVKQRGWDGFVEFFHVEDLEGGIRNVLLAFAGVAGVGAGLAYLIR
Mcl1-Noxa inh: Mcl-1/Noxa interaction inhibition; Q07820; TR-FRET Mcl-1/Noxa peptide binding, 2 h; AID 1022; 220,000 compounds, 1.5% hits; inhibition, % at 21.7 µM;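 active = compounds that cut the protein-peptide binding signal by more than 50% relative to plate controls in a single-dose test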;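 also: His-tagged Mcl-1 with rhodamine Noxa BH3 peptide and terbium anti-His antibody; 0% = Mcl-1 plus Noxa peptide wells and 100% = peptide-only wells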
Rac1 wt modul: alters GTP binding to wildtype human Rac1; P63000; GST-Rac1 beads, fluorescent GTP binding, flow cytometry; actives lie on both sides; 0 = cold GTP competed, 100 = untreated; GTP binding activity (% of control), % at 10 µM; 190,000 compounds, 0.27% hits; AID 757;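 active = GTP binding activity at least 20 points away from the 100% control level, either lower or higher; inconclusive = compound flagged as likely green fluorescent, judged across all proteins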
Numbers without * were called inactive; ? = inconclusive; / = not tested or not shown; & = joins results of further samples.

SMILES	HRas wt GTP	Pf gamet viab	Rab2 wt GTP	GSH bead fluor	Cdc42 wt GTP	Rac1 mut GTP	Avidin bead fluor	Rab7 wt GTP bind	Mcl1 Bid PPI	Mcl1-Noxa inh	Rac1 wt modul
O=C(CN1CCS(=O)(=O)CC1)NNC(=O)C1CCCCC1	98	12	99	14	99	97	9	98	2	1	101
O=S(=O)(c1ccc(OCC(O)CN2CCN(c3ccccc3Cl)CC2)cc1)N1CCOCC1 (centres undefined)	100	/	98	4	102	100	9	99	-29	-8	101
COc1cc(CN2CCN(C(=O)CC(C)C)CC2)cc(OC)c1O	104	/	104	24	107	101	30	98	51*	10	110
CC(C)(C)NC(=O)C1N(c2cccnc2)C(=O)C2C(C(=O)Nc3ccccc3)C3(C)C=CC21O3 (centres undefined)	101	/	101	53	100	99	4	102	10	-8	102
O=C(NCc1ccc(F)cc1)C(=O)NCC1OCCN1S(=O)(=O)c1cccs1 (centres undefined)	98	/	98	17	104	99	/	100	-2	2	104
COCCCNC(=O)Cn1ncc2c(=O)oc3ccccc3c21	100	5	101	25	101	97	10	96	-19	3	103
CCOC(=O)c1c(C)oc2c1c(C=NCCC(=O)O)c(O)c1ccccc12	95	-7	95	11	95	92	12	95	-29	20	97
CCO[C@@H]1OC(C(=O)NCc2nc3ccccc3[nH]2)=C[C@H](c2ccccc2)[C@H]1CCCO	96	/	99	20	94	96	5	103	-4	-7	94
COc1cc(C2C(C(=O)c3ccc(C)o3)=C(O)C(=O)N2Cc2cccnc2)ccc1O (centres undefined)	100	/	100	29	102	104	12	96	-32&-18	-5&6	106
O=C(Nc1cccc(C(F)(F)F)c1)c1cc2c(=O)c3ccccc3oc2nc1C(F)(F)F	95	/	97	12	98	98	32	96	4	-29	100
CC(=O)NCc1ccc(S(=O)(=O)N/N=C/c2ccc(Br)cc2)cc1	101	-21	100	8	99	100	10	100	-17	24	103
CCOC(=O)CSc1nnnn1-c1cc(OC)c(Cl)cc1OC	103	-5	103	17	103	99	9	108	4	-5	101
O=C(CSc1nnc(Cn2c(=O)sc3ccccc32)n1-c1ccccc1)N1CCOCC1	103	/	102	13	106	101	20	104	-12	27	108
O=C1N=C2SCCN2/C1=C\c1c(Cl)cccc1Cl	?	/	?	21	?	?	9	?	-10	0	?
CN(C)C(=O)c1cc2cc([N+](=O)[O-])ccc2s1	101	21	102	35	103	99	11	106	-2	-5	106
CON/C=C(\C=Nc1ccc(Cl)cc1Cl)c1ncc(C(F)(F)F)cc1Cl	99	-14	96	44	98	93	12	100	4	-11	96
CN(C1CCCC1)C1CCN(C(=S)Nc2cc(F)cc(F)c2)CC1	104	-19	104	11	105	98	16	108	-32	17	108
COC(=O)C1C(c2ccc(N(C)C)cc2)C(C(=O)OC)S(=O)(=O)CS1(=O)=O (centres undefined)	98	-3	98	23	95	95	12	99	-61	9	103
O=C(/C=C/Nc1ccccc1C(F)(F)F)c1ccco1	96	2	98	15	101	95	6	93	1	17	97
O=C(/C(=N\Nc1ccccc1)Sc1nnnn1-c1ccccc1)c1ccccc1	94	/	93	9	96	96	9	99	-19	9	97
CCN(CCCNC(=O)c1c(C)cc(=O)oc1C)c1cccc(C)c1	96	-22	96	25	98	93	29	96	-26	-7	91
COCCOc1cc(N2C(=O)CSCC2=O)c(Cl)cc1Cl	96	-23	95	17	98	95	7	92	-6	3	96
COc1cc(/C=N/NC(=O)c2ccc(COc3ccccc3Cl)o2)cc(Br)c1O	103	/	101	7	102	99	5	99	40	73*	107
COc1ccccc1-n1c(=O)c2c3c(sc2n2c(SC(C)C)nnc12)CCC3	95	/	96	43	95	95	5	95	-42	-12	98
CC(=O)Nc1ccc(S(=O)(=O)N2CCCC(C(=O)O)C2)cc1 (centres undefined)	99	/	98	16	95	96	11	95	-3	18	98

The listing continues.
SMILES	HRas wt GTP	Pf gamet viab	Rab2 wt GTP	GSH bead fluor	Cdc42 wt GTP	Rac1 mut GTP	Avidin bead fluor	Rab7 wt GTP bind	Mcl1 Bid PPI	Mcl1-Noxa inh	Rac1 wt modul
O=C(CN1C(=O)NC(CCc2ccccc2)C1=O)NC1CC1 (centres undefined)	94	4	95	11	93	99	24	93	0	-4	95
CC1C/C(=N/NC(=O)c2cccc(F)c2)c2ccc(O)cc2C1 (centres undefined)	103	/	100	34	101	98	17	104	-31	-1	102
O=C(C[n+]1cccc(/C=N/O)c1)N1CCCCCC1	99	-9	99	12	98	96	11	104	-11	-2	101
CNCCCC1c2ccccc2C=Cc2ccccc21	100	/	101	21	105	100	10	100	1	6	100
C/C(=N/NC(=O)C1CC1(c1ccccc1)c1ccccc1)c1ccco1 (centres undefined)	100	11	99	15	99	101	21	100	-14	3	104
CCCOP(=O)(c1ccccc1)c1ccccc1	101	20	99	17	101	101	16	102	-63	1	104
Cc1ccccc1C(=O)NNC(=O)CN1C(=O)c2ccccc2C1=O	99	/	103	19	103	101	15	99	-13	-14	105
O=S(=O)(Nc1ccccc1)c1ccc(Oc2ncc(C(F)(F)F)cc2Cl)cc1	97	/	95	50	97	96	9	95	12	-6	96
COc1ccc(-c2[nH]ncc2CNCC(C)(C)N2CCOCC2)cc1F	96	7	100	10	95	95	10	101	-43	16	99
Cc1ccc2c(c1)sc1ncc(NC(=O)c3ccc(F)cc3)c(=O)n12	97	/	96	25	98	93	9	97	24	27	101
Cc1cc(C)n(CCSCC(=O)O)n1	103	13	102	25	107	100	13	103	6	7	108
CCCn1nnc(NC(=O)c2ccco2)n1	103	-23	103	15	103	101	13	103	-5	-11	101
CC(C)(C)c1ccc(S(=O)(=O)N2CCSC2)cc1	103	0	103	9	102	103	7	105	-10	-2	105
COc1ccc(C(=O)NC(=S)NNC(=O)c2ccc(NC(=O)C(C)C)cc2)cc1	101	/	100	10	99	100	12	97	-48	8	101
O=C(NCc1nnc(SCc2ccccc2)n1-c1ccc(F)cc1)C12CC3CC(CC(C3)C1)C2	99	/	95	11	98	95	11	96	13	18	102
COc1ccc(C(C)=O)cc1CSc1nc2cc(C(=O)O)ccc2c(=O)n1Cc1ccccc1	99	3	96	10	94	94	6	99	-23	23	98
CCC(NC(=O)Nc1ccc(O)cc1)(C(F)(F)F)C(F)(F)F	98	-20	98	36	95	97	6	101	-15	14	102
Cc1cc(=O)oc2cc(OCC(=O)N3CCc4ccccc4C3)ccc12	99	/	98	23	101	98	28	99	-10	-18	104
COc1ccccc1C(=O)Nc1nnc(SCC(=O)Nc2ccc3c(c2)oc2ccccc23)s1	101	/	98	811*	105	97	14	101	47	-3	104
C=C(C(=O)O)C(CCCCCC)C(=O)O (centres undefined)	94	/	96	20	94	95	6	100	4	-2	95
CCN(CC)N=Nc1ccc(S(N)(=O)=O)cc1	99	-7	99	10	98	97	10	103	-25	22	101
CCC(C)[C@H](NC(=O)CCn1nnc2ccccc2c1=O)C(=O)O (some centres undefined)	98	-2	99	23	98	98	5	98	8	7	103
CCOC(=O)C(NC(=O)c1ccc(OC)cc1)(N1CCOCC1)C(F)(F)F (centres undefined)	102	4	103	5	105	100	4	103	-11	21	107
COc1ccc(OC)c2sc(NC(=O)CCSc3ccccc3)nc12	98	/	96	27	96	96	7	97	-9	8	101
COc1ccc(-n2c(NN)nc3sc4c(c3c2=O)CCCC4)cc1	93	8	92	13	91	91	11	101	-31	-11	96

Following part:
SMILES	HRas wt GTP	Pf gamet viab	Rab2 wt GTP	GSH bead fluor	Cdc42 wt GTP	Rac1 mut GTP	Avidin bead fluor	Rab7 wt GTP bind	Mcl1 Bid PPI	Mcl1-Noxa inh	Rac1 wt modul
CN(C)/C=N/c1ncc(C(=O)c2ccc3ccccc3c2)s1	100	-8	100	21	102	100	20	99	15	20	103
CCCN1CCC(=NNc2ccc(S(N)(=O)=O)cc2[N+](=O)[O-])CC1	98	20	100	13	102	98	8	99	-10	12	99
NC(=S)N/N=C/c1ccccc1[N+](=O)[O-]	97	9	100	23	97	95	5	104	-20	-6	98
O=c1/c(=C/c2ccco2)sc2n1CN(c1cccc(Br)c1)CN=2	98	/	98	31	98	97	5	99	-8	14	98
COCCn1cnc2c1c(=O)n(CC(=O)Nc1cc(C)on1)c(=O)n2Cc1ccccc1	102	34	99	22	104	99	23	101	7	5	109
CC(=C\C(=O)O)/C(=C/c1ccc(C)o1)C(=O)O	98	12	98	10	99	100	2	99	-21	13	100
CCOC(=O)CSc1nc2c(c(=O)[nH]c(=O)n2C)n1CCc1ccccc1	103	-4	101	21	103	99	14	104	-10	0	103
N#CCCN1CCN(S(=O)(=O)c2ccc(S(=O)(=O)N3CCCC3)cc2)CC1	101	/	101	18	101	99	6	104	-16	10	101
Cc1c(C(=O)N(C)C)c2ccc(Cl)cc2n1O	100	-5	94	8	100	98	3	98	-84	-9	100
CC(C)NCCCOc1ccc(Cl)cc1Br	102	/	103	26	103	102	21	100	30	6	101
COCC(=O)Nc1cc([N+](=O)[O-])ccc1OC	101	-1	99	10	102	99	6	103	6	5	104
CCCSc1nc(SCC(=O)NCc2ccccc2)c2c3c(sc2n1)COC(C)(C)C3	96	15	98	8	95	96	31	97	-4	0	95
C=CCn1c(SC2CCOC2=O)nc2sc(CC)cc2c1=O (centres undefined)	99	19	97	32	98	99	14	98	-21	10	103
N#CC1=C(N)N(c2ccc(Cl)c(Cl)c2)C(=O)C1	95	7	96	12	97	98	25	95	-36	-6	101
CC(C)OC(=O)C1C(=O)CC(C)(O)C(C(=O)OC(C)C)C1c1ccc(F)cc1 (centres undefined)	98	0	97	37	98	97	8	97	-4	17	97
CN(CC(=O)Nc1cccc2ccccc12)C(=O)/C=C/c1cccs1	101	-13	99	19	102	99	7	100	-6	7	104
COC(=O)c1cccc(C(=O)N2CCCC(C(=O)c3cc(F)ccc3F)C2)c1 (centres undefined)	99	5	97	10	99	96	10	99	-4	2	102
CC(C)CC(COCc1cccc(Cl)c1)N1CCN(C(=O)c2ccc(C(F)(F)F)cc2)CCC1=O (centres undefined)	103	6	103	18	105	96	10	101	21	1	104
CC(Oc1ccc(Cl)cc1)C(=O)NCCCn1ccnc1 (centres undefined)	100	/	97	13	99	98	7	101	24	6	102
CN1CCN(c2ncnc3c2[nH]c2ccc(F)cc23)CC1	105	/	103	10	102	100	38	103	-10	37	104
COC(=O)c1cc(C(=O)N2CCN(c3ccccc3OC)CC2)cc([N+](=O)[O-])c1	99	-14	103	14	98	98	11	100	5	-7	103
CC(C)C(=O)Nc1nnc(SCC(=O)NCc2ccco2)s1	102	-1	99	15	103	100	8	101	-25	10	101

Bioassay records: PubChem, several laboratories
